Screening data as filed in PubChem.
S3 lipid droplet: qHTS Assay for Lipid Storage Modulators in Drosophila S3 Cells; actives 0.64% (n = 320,000); Drosophila S3 cells, BODIPY lipid droplet fluorescence, 18-24 h; cells fed with added oleic acid; Potency in µM for hits, for the others lipid storage change, negative = inhibition, % at the top dose, mostly 46.1 µM; active = well fitted inhibition curve with a large enough effect in the signal ratio, with a control signal flat, not every such curve was filed as active; inconclusive = small, poorly fitted or top-dose-only effect, or effect the other way, or a change in a side signal; the % refers to the signal ratio
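Drosophila S3 cells loaded with oleic acid (400 uM, as added) and compounds at several concentrations; lipid droplets imaged by 488-nm laser-scanning cytometry, 500–530 nm intensity and object ratio to cell channel. Percent activity normalized to 20 uM Triacsin C.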
S3 lipid droplet cell count max: recorded beside S3 lipid droplet, whose call it bears; cell number change, %; measured here: cell count max response;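 cells counted by Cell Tracker Red CMTPX staining in the red channel; peak over a dose series mostly up to 46.1 µM; percent activity relative to internal control wells on each plate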
Numbers without * were called inactive; i = inactive; ? = inconclusive; / = no result given. % is scaled to controls: 0 for no effect and ±100 for the full control effect; potency is read from the fitted curve at half-maximal effect.

SMILES	S3 lipid droplet	S3 lipid droplet cell count max
C#CCOCCOCCOCCNc1nc(N2CCN(C(=O)[C@H](CCC(=O)O)n3cc(C(N)CO)nn3)CC2)nc(N2CCN(C(=O)[C@H](CCCCN)n3cc(C(N)CC(C)C)nn3)CC2)n1 (stereo not given in full)	-1%	-2
CCCn1c(SCC(=O)N2CCc3ccccc32)nnc1-c1ccncc1	?	/
COc1ccc(C(=O)N2CCC(n3nnc4cc(F)ccc43)CC2)cc1OC	-5%	9
Cc1ccc(Oc2ncccc2N)c2c1CCC2	6%	2
CNC(=O)/C(C#N)=C/c1c(N(Cc2ccccc2)Cc2ccccc2)nc2c(C)cccn2c1=O	?	/
C[C@H](NC(=O)[C@@H]1Cc2ccccc2CN1C(=O)OC(C)(C)C)C(=O)NCc1ccco1	18%	-8
O=C1NCC2=C1C(c1ccc(Br)cc1)Nc1ccccc1N2 (stereo not given)	13%	-7
COc1cccc(NC(=S)NCCN2CCOCC2)c1	?	/
COc1ccc(NC(=O)COC(=O)CCCOc2ccc(Cl)cc2Cl)cc1Cl	?	/
Cc1ccccc1CNC(=O)CN(c1ccccc1Cl)S(C)(=O)=O	?	/
NC(=O)N/N=C/c1cccc(C(F)(F)F)c1	?	/
Cc1cc(C)nc(NC(=O)c2ccc(C)c(C)c2)n1	?	/
O=C(Nc1ccccn1)c1ccc(=O)[nH]n1	?	/
COc1ccc(-c2nnc3ccc(SCC(=O)NCc4ccco4)nn23)cc1	?	/
O=C(c1c(F)cccc1F)N1CCN(c2cccc(C(F)(F)F)c2)CC1	?	/

An excerpt of these results, with bars between the fields.
structure | S3 lipid droplet | S3 lipid droplet cell count max
COc1cccc(NC(=S)NCCN2CCOCC2)c1 | ? | /
O=C(c1c(F)cccc1F)N1CCN(c2cccc(C(F)(F)F)c2)CC1 | ? | /

(listing goes on)
SMILES	S3 lipid droplet	S3 lipid droplet cell count max
CCCOc1c(Br)cc(C2C3=C(CCCC3=O)N(CC)C3=C2C(=O)CCC3)cc1OC	-13%	1
COc1ccc(C(=O)Cn2cc[n+](C)c2)cc1	4%	3
COc1cc(/C=N/OCC(=O)NC2CCS(=O)(=O)C2)ccc1OC(F)F (stereo not given)	?	/
Cc1ccccc1NC(=O)/C(=C\c1cccs1)NC(=O)c1ccccc1	?	/
CCC(=O)N1c2ccc(S(=O)(=O)N3CCN(C)CC3)cc2CC1C (stereo not given)	?	/
CN(C)C(=O)CSc1nnc(-c2ccc(F)cc2)c2ccccc12	?	/
COc1ccc(C2N(C(=O)CN3CCCC3)CCCN2S(=O)(=O)c2ccccc2)cc1 (stereo not given)	i	9
CCOC(=O)Nc1nc2ccccc2s1	?	/
Cc1cc(Cl)ccc1OCCn1cncn1	4%	18
COc1ccc([N+](=O)[O-])cc1NS(=O)(=O)c1cc(C(=O)O)ccc1OC	?	/
Cc1cc(=O)n2[nH]c(-c3ccc(Cl)cc3)cc2n1	i	/
CN(C)S(=O)(=O)c1ccc2c(c1)/C(=C/c1cc3c([nH]1)CCCC3)C(=O)N2	5.2µM*	2.4*
Cn1ncc(Cl)c1C(=O)NCc1ccc(Cl)cc1	?	/
Cc1c(CCOC(=O)c2cc([N+](=O)[O-])cc([N+](=O)[O-])c2)sc[n+]1CC(=O)c1ccccc1	13%	5
CCCn1c(-c2ccccc2)cc(SC)c(C#N)c1=O	?	/
CN(Cc1nc2ccc(F)cc2[nH]1)C(=O)C1CCC(=O)N(C2CC2)C1 (stereo not given)	?	/
CC(NC(=O)c1cccnc1)C(c1cccs1)N1CCOCC1 (stereo not given)	11%	9
Cc1nn(CC(=O)Nc2c(F)cc(F)cc2Br)c(=O)c2cccn12	-10%	19
COC1CCN(Cc2cn(Cc3ccccc3)nc2-c2cc3ccccc3o2)CC1	0%	1
O=C(Nc1ncc([N+](=O)[O-])s1)C1CC(=O)N(c2ccc(F)cc2)C1 (stereo not given)	?	/
O=C(NCc1ccccc1Cl)C1CC(=O)N(Cc2ccccc2)C1 (stereo not given)	?	/
c1ccc(CCC2CCCCN2Cc2cn[nH]c2-c2cc3ccccc3o2)nc1 (stereo not given)	15%	-6
COC(=O)c1ccc(Oc2nc(NC(C)C)nc(SC)n2)cc1	?	/
CCCc1cc(=O)[nH]c(SCC(=O)Nc2ccc(Br)cc2)n1	0%	8
CCc1cccc(OCCCCNCCO)c1	?	/
O=C(COC(=O)C1CCC1)Nc1cc(S(=O)(=O)N2CCCCC2)ccc1Cl	i	/
N#CCSc1nnc(COc2ccc3ccccc3c2)o1	?	/
O=C(OCC(=O)N1CCCC1=O)c1cc(S(=O)(=O)N2CCOCC2)ccc1F	?	/
CNC(=O)CN1C(=O)CSc2nc(C)cc(C)c21	-10%	0
CS(=O)(=O)Nc1ccc(C(=O)Nc2cccc([N+](=O)[O-])c2)cc1	8%	0
COc1ccc(-c2cc(C(F)(F)F)n3ncc(C(=O)N4CCCCC4c4cccnc4)c3n2)cc1 (stereo not given)	?	/
COc1ccc(C(=O)CN2CCN(c3ccc(Cl)cc3)CC2)cc1OC	-18%	17
Cc1ccc(NC2(C#N)C(=O)Nc3ccccc32)cc1 (stereo not given)	i	20
Cc1ccc(S(=O)(=O)NCc2ccco2)cc1C(N)=O	?	/
O=C(Cn1c(/C=C/c2ccccc2)nc2ccccc21)Nc1ccc(F)cc1	?	/
NC(=O)[C@H]1CC2(CC(c3cccc(NC(=O)CC(c4ccccc4)c4ccccc4)c3)=NO2)CN1C(=O)c1ccccc1C(=O)c1ccccc1 (stereo not given in full)	-1%	4
Cc1cc(C)c2c(-c3ccc(F)cc3)c(C#N)c(=O)n(C)c2n1	-21%	2
O=C(c1cc(-c2ccc(Br)cc2)nc2ccccc12)N1CCC1	?	/
Cc1cccc(N=Nc2c(N)n[nH]c2N)c1	?	/
CCOc1c(CNCc2ccc(C(=O)O)cc2)cccc1OC	?	/
O=C(CSc1ccccn1)Nc1nc2ccccc2s1	?	/
Cc1csc(SCC(=O)NC(=O)c2ccccc2)n1	?	/
COC(=O)c1c(NC(=O)CSc2nc3ccccc3c(=O)n2Cc2ccco2)sc(C)c1C	-1%	7
COc1ccc2ccccc2c1/C=N/O	?	/
COCCCn1c(SCC(=O)N2CCc3ccccc32)nnc1-c1ccco1	0%	0
CCC(=O)c1ccccc1OCCCn1cncn1	i	/
COc1ccccc1NC(=O)CSc1nc(O)cc(=O)n1-c1ccccc1OC	?	/
CCOc1ccc(NC(=O)CSc2nnc(CNC(=O)c3ccco3)o2)cc1	5%	13
COCCCNC(=O)COc1ccc2oc3c(c2c1)CCCC3	-11%	20
Cc1cccc(OCCSc2nncn2C)c1	5%	14
COc1ccc(N/N=C(/C#N)S(=O)(=O)C(C)(C)C)cc1	?	/
COc1ccccc1NS(=O)(=O)c1cc(NC(=O)Nc2ccc(Cl)cc2Cl)ccc1N1CCCCC1	?	/
CCCn1c(SCC(=O)NCCc2ccccc2)nnc1C(C)C	-12%	-9
C=CCOc1c(Br)cc(CNc2ccc(NC(=O)C(C)C)c(OC)c2)cc1OC	0%	-8
CCOc1ccc(Cl)cc1CSc1n[nH]c(CC)n1	?	/
O=C(NCC1(c2ccccc2)CCCC1)C(=O)N1CCOCC1	?	/
O=C(Oc1ccc(N(Cc2cccs2)C2=NS(=O)(=O)c3ccccc32)cc1)c1ccccc1	?	/
O=C1c2cnc3ncnn3c2CC2c3ccccc3CCN12 (stereo not given)	?	/
CCOC(=O)C1=C(Cn2cnc3ccccc32)NC(=O)NC1c1ccc(OC)cc1 (stereo not given)	-8%	-14
CN(NC1OC(=O)c2ccccc21)c1c([N+](=O)[O-])cc(C(F)(F)F)cc1[N+](=O)[O-] (stereo not given)	1%	/

Three compounds out of the list, sorted by length of the SMILES, smallest number first:
SMILES	S3 lipid droplet	S3 lipid droplet cell count max
CCC(=O)c1ccccc1OCCCn1cncn1	i	/
COc1ccc(N/N=C(/C#N)S(=O)(=O)C(C)(C)C)cc1	?	/
C=CCOc1c(Br)cc(CNc2ccc(NC(=O)C(C)C)c(OC)c2)cc1OC	0%	-8

Four entries out of the list above, sorted by the value under S3 lipid droplet cell count max, low to high:
SMILES | S3 lipid droplet cell count max
CCOC(=O)C1=C(Cn2cnc3ccccc32)NC(=O)NC1c1ccc(OC)cc1 (stereo not given) | -14
CCCn1c(SCC(=O)NCCc2ccccc2)nnc1C(C)C | -9
C[C@H](NC(=O)[C@@H]1Cc2ccccc2CN1C(=O)OC(C)(C)C)C(=O)NCc1ccco1 | -8
Cc1ccc(NC2(C#N)C(=O)Nc3ccccc32)cc1 (stereo not given) | 20

Further entries:
SMILES	S3 lipid droplet	S3 lipid droplet cell count max
CCCC[C@@H]1CNC(=S)N1CCCc1cc(OC)c(OC)c(OC)c1	10%	6
Cc1ccc(Cl)cc1NC(=O)COC(=O)c1ccc(N2CCCC2)c([N+](=O)[O-])c1	7%	16
CCCCC[n+]1ccn(C2=C([O-])c3ccccc3C(=O)/C2=N\S(=O)(=O)c2ccc(Cl)cc2)c1	?	/
O=C(C1=C(O)C(=O)N(c2ncccn2)C1c1cccc(Cl)c1)c1ccco1 (stereo not given)	6.5µM*	5.3*
CCOC(=O)N=Nc1c(O)n(C)c2ccccc12	?	/
Nc1ccn(Cc2ccc(F)cc2)n1	?	/
CCOC(=O)CC1C(=O)NCCN1C(=O)c1cc2c(=O)n3ccccc3nc2s1 (stereo not given)	-5%	26
COc1ccc(CCNC(=O)COC(=O)C23CC4CC(CC(C4)C2)C3)cc1	?	/
N=c1sccn1CC(=O)Nc1ccc(S(=O)(=O)N2CCOCC2)cc1	?	/
Cc1cc(C)c(SCCc2ccncc2)c(C)c1	i	-15
COCCNC(=O)Cn1ccc2cc(S(=O)(=O)N3CCCCC3)ccc21	13%	-15
O=C(COC(=O)C1C2CC3OC(=O)C1C3C2)Nc1ccc(F)cc1 (stereo not given)	?	/
S=C(Nc1ccccc1)Nc1ccc(Cl)cc1Cl	i	/
O=[N+]([O-])c1c(NCCCO)cc(Sc2nc3ccccc3s2)c2nonc12	?	/
COC(=O)/C=C(\C)NC(=O)c1cccs1	17%	4
Cn1c(=O)n(C)c2cc(S(=O)(=O)NCCOCCO)ccc21	6%	11
O=C(NCc1nnc2n1CCCCC2)c1ccc(Cl)cc1Cl	?	/
Cc1cc(C)n(-c2ccc(C(=O)OCC(=O)Nc3ccccc3[N+](=O)[O-])cc2)n1	0%	2
CCOc1ccc2[nH]c(C(=O)N/N=C/c3ccc(OC)cc3)cc2c1	?	/
O=C(Nc1nnc(-c2ccccn2)o1)c1cccc(Cl)c1	-5%	1
Cc1cc(=O)oc2cc(OCC(=O)NCc3ccccn3)ccc12	5%	-17
COc1ccc(NC(=O)CN2CCN(S(=O)(=O)c3cccs3)CC2)cc1Cl	?	/
O=C(Nc1ccccc1N1CCCCC1)C1CC(=O)N(c2ccccc2F)C1 (stereo not given)	?	/
CNC(=S)Nc1ccc([N+](=O)[O-])c(C)c1	?	/
CCCCCOC(=O)C1=C(C)NC(=O)NC1c1ccc(OC)cc1 (stereo not given)	?	/
CC(=O)Nc1c(C(=O)NCc2ccccc2)nnn1Cc1ccccc1	?	/
CCCNC(=O)OC[C@H]1O[C@H](CCO/N=C/[C@@H](NS(=O)(=O)c2ccc(C)cc2)[C@H](C)/C=C/CC(=O)OC)C=C[C@@H]1Oc1ccc(OC)cc1	-11%	-21
CC1(C)OC(=O)C(=CNc2ccccc2F)C(=O)O1	?	/
COc1ccc(-c2cn3c(C)c(C(=O)N4CCN(c5ccc(F)cc5)CC4)sc3n2)cc1	?	/
CC(=O)N(Cc1ccc(F)cc1)C1=C(NCCc2ccccc2)C(=O)c2ccccc2C1=O	?	/

Two entries from above, comma-delimited.
smiles,S3 lipid droplet,S3 lipid droplet cell count max
Cc1cc(=O)oc2cc(OCC(=O)NCc3ccccn3)ccc12,5%,-17
COc1ccc(NC(=O)CN2CCN(S(=O)(=O)c3cccs3)CC2)cc1Cl,?,/

New compounds follow
SMILES	S3 lipid droplet	S3 lipid droplet cell count max
CC(NS(=O)(=O)c1ccc2c(c1)CC(C)N2C(=O)C1CC1)c1ccccc1 (stereo not given)	?	/
O=C(CN1CCN(S(=O)(=O)c2ccccc2)CC1)Nc1ccc2c(c1)CCC2	?	/
O=C(Nc1ccc(Cl)cc1)N1CCN(Cc2ccc3c(c2)OCO3)CC1	-16%	15
Nc1nnc(CC(=O)N/N=C/c2ccc(-c3ccccc3)o2)s1	2%	-12
CCOc1ccccc1NS(=O)(=O)c1ccc(Br)s1	?	/
O=C(COC(=O)CN1C(=O)C(=O)c2ccccc21)OCN1C(=O)c2ccccc2C1=O	?	/
O=C(NC1CCCCC1)c1ccc(-n2cnnn2)cc1	?	/
Cc1ccc(OCCN2CCN(c3ncnc4sc(C)c(C)c34)CC2)cc1	?	/
Cc1ccc(C)c(NC(=S)NCCc2ccc(F)cc2)c1	-17%	-9
O=C(NCCCn1ccnc1)c1ccccc1NS(=O)(=O)c1ccc(F)c(F)c1	i	23
CCOC(=O)c1ccc(S(=O)(=O)N2CCN(C3CC(=O)N(c4ccccc4C(F)(F)F)C3=O)CC2)cc1 (stereo not given)	?	/
COc1ccc(-c2csc3nc(-c4ccccc4F)oc(=O)c23)cc1OC	-28%	/
O=C(CN1CCN(c2cccc(Cl)c2)CC1)c1ccc(O)cc1O	?	/
O=C1CSCC(=O)N1Cc1ccc(Cl)c(Cl)c1	20%	13
COc1ccc(Cl)cc1NC(=O)CSc1nnc(C2CC2)n1N	?	/
C/C(=N\NC(=O)c1nnn(-c2nonc2N)c1CN(C)C)c1ccco1	i	21
CN(CC(=O)N1CCN(c2ncccn2)CC1)S(=O)(=O)c1ccc(Cl)cc1	7%	-7
CCOC(=O)c1c(C)[nH]c(C(=O)OCC(=O)Nc2cc(C)ccc2OC)c1C	?	/

These rows are one share of the data (hit frequency here may not be typical).
